Source: PubChem
FBW7 act: activators of human E3 ligase FBW7; normalized activity (activation), % at 26.1 µM; AlphaScreen FBW7–phospho-cyclin E peptide binding, activator screen; hit rate 0.13% among 650,000; AID 1259310; Q969H0; in the data active = normalized activity above about 1.9%;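 note: purified mutant Fbw7 with reduced substrate affinity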
GPR151 activ: human GPR151 activation | activation, % at 11.2 µM | AID 1508602 | hit rate 1% among 650,000 | Q8TDV0 | PathHunter beta-arrestin GPR151 cells, luminescence; in the data active = activation above about 4.9%;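 note: 0% = median of compound wells and 100% = cells with positive control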
Target sequence (Q8TDV0 whole entry, looked up): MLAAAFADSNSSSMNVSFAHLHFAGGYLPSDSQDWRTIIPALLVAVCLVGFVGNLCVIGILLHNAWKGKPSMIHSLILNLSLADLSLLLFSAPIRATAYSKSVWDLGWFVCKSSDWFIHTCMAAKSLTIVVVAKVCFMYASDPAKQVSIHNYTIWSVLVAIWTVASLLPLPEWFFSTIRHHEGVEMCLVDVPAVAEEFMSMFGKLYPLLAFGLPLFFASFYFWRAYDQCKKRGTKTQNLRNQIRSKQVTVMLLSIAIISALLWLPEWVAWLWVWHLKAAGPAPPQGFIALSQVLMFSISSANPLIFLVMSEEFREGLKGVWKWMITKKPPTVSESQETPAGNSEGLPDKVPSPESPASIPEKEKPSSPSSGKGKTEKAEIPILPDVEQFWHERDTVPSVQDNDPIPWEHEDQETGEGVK
TEAD-YAP block: TEAD-YAP interaction inhibition. hit rate 1.4% among 640,000. HEK-TIYL cells, TEAD-Gal4/YAP UAS-luciferase luminescence. inhibition, % at 9.12 µM; in the data active = inhibition above about 32%;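 note: 0% = median of test compound wells and 100% = reference inhibitor wells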
MITF inh: inhibitors of human MITF. AlphaScreen MITF homodimerization, bead proximity signal. inhibition, % at 2.6 µM. hit rate 0.91% among 650,000. AID 1259374; in the data active = inhibition above about 50%;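 note: 0% = vehicle wells with protein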
Target sequence (O75030 whole entry, looked up): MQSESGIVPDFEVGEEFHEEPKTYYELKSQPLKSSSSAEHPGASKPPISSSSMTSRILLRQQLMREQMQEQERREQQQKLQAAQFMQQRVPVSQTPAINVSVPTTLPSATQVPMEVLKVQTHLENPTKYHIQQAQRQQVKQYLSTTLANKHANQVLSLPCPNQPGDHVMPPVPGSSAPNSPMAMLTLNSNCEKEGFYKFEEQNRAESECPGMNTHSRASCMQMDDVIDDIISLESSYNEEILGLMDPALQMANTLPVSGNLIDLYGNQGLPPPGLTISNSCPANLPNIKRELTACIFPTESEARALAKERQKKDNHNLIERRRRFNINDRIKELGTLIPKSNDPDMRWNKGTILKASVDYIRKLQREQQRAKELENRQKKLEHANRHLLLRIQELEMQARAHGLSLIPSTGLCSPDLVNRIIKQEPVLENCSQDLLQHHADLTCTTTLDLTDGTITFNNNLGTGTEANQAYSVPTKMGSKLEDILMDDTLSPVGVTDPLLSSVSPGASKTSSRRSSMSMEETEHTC
Active calls of the source: *; & = joins results of further samples.

SMILES	FBW7 act	GPR151 activ	TEAD-YAP block	MITF inh
COc1cccc(Cn2cccc(NC(=O)Nc3ccccc3-c3ccccc3)c2=O)c1	-0.1	0.6	-5	3
CCCCCNC(=O)c1ccc2c(c1)NC(=O)CS2	-0.1	-1.1	-22	4
COc1ccc(OC)c(NC(=O)CC(C(=O)O)C2CCCO2)c1 (stereo not given)	0.0	-0.7	4	12
COC(=O)CC[C@H]1CN(Cc2cc(OC)ccc2O)CC[C@H]1N1CCOCC1	0.0	-1.0	0	-2
O=C(CCC(=O)c1cccs1)OCc1nnc(-c2ccc([N+](=O)[O-])cc2)o1	0.2	1.4	5	17
Cc1cc(C)nc(/N=C(\NC(=O)C(F)(F)F)Nc2cc(C(F)(F)F)ccc2Cl)n1	0.9&-0.2	-1.1&-1.0	1&-10	8&0
Cc1ccc(C(=O)c2ccc(N3CCOCC3)c([N+](=O)[O-])c2)c(C)c1	-0.3	-1.3	6	31
Cc1nnc(Nc2ccc(C(=O)N(C)C)cc2)c2ccccc12	-0.1	-4.9	-27	7
Cc1ccc(C2=NN(c3nc(-c4ccc(C)c(C)c4)cs3)C(c3ccc(Cl)cc3)C2)cc1 (stereo not given)	0.2	1.4	5	14
COc1ccc(-c2nc(Nc3ccc(N4CCOCC4)cc3)c3ncn(C(C)C)c3n2)cc1	0.0	3.0	1	20
CCOC(=O)c1c(NC(=O)CN2C(=O)c3ccccc3C2=O)sc2c1CCN(CC)C2	-0.1	-1.6	-5	4
Cc1cccc(C)c1NC(=O)C(NC(=O)CN1CC(=O)Nc2ccccc21)c1ccccc1 (stereo not given)	-0.2	0.3	2	4
CC1CCCCC1NC(=O)CNC(=S)N(Cc1ccc(F)cc1)C1CCCCC1 (stereo not given)	-0.2	-1.8	-10	6
CCC(C)Nc1nc(OCC(F)(F)F)nc(N2CCN(C34CC5CC(CC(C5)C3)C4)CC2)n1 (stereo not given)	0.1	0.6	-2	13
FC(F)(F)c1cccc(NC(=S)N(CCN2CCCCCC2)Cc2ccco2)c1	-0.2	0.3	4	-1
Cc1ccc(N(CC(=O)NC2CCCC2)C(=O)CCC(=O)Nc2nc(C)cs2)cc1	0.1	-1.0	2	-3
CC1(C)S[C@@H]2[C@H](NC(=O)C(C(=O)O)c3ccccc3)C(=O)N2[C@H]1C(=O)O (stereo not given in full)	0.2	-1.3	7	10
Cc1ccc(Nc2nc(Cl)nc(NCc3cccnc3)n2)cc1	0.0	-0.5	-11	-6
CCOC(=O)COc1ccc(/C=C(/C#N)C(=O)Nc2ccc(OC)cc2)cc1	0.0	0.4	8	7
CC(c1ccccc1)c1nnc(NC(=O)C2CCCCC2)s1 (stereo not given)	0.1	-0.3	-10	2
O=C(c1ccc(F)c(F)c1)N(C(=O)N1CCCCC1)c1cccc(Cl)c1	0.1	-0.1	-3	-5
NC(=O)C(Cc1ccccc1)NC(=O)OCC1c2ccccc2-c2ccccc21 (stereo not given)	0.0	0.2	6	-7
CCC(CO)N=Cc1c(O)n(-c2c(Cl)cccc2Cl)c2ccccc12 (stereo not given)	0.2	-1.2	0	-1
N#Cc1ccc(OCC(=O)NNC(=S)NC(=O)C23CC4CC(CC(C4)C2)C3)cc1	0.3	2.2	13	0
CCNc1nsc(C(=O)c2ccc(F)cc2)c1N	-0.2	2.0	-26	8
CCCn1cc(NC(=O)C2=CC(c3ccc(OC)cc3)=NS(=O)(=O)N2C)cn1	0.4	-1.5	7	25
N#C/C(=C/c1ccc(-c2cccc(Cl)c2Cl)o1)C(=O)N1CCOCC1	0.2	1.1	-7	16
COc1cc(C(=O)Nc2nnc(CSCc3ccccc3)s2)cc(OC)c1OC	-0.1	-0.8	2	-4
Cc1ccccc1C(=O)Nc1ccc(Br)cc1	0.0	-0.3	-89	-3
O=[N+]([O-])c1cc(S(=O)(=O)N2CCOCC2)ccc1N/N=C/C=C/c1ccccc1	0.0	-1.2	7	-5
COC(=O)c1ccccc1NC(=O)/C=C/c1ccc2c(c1)OCO2	0.1	-0.9	-11	-10
O=S(=O)(c1cccc(Cl)c1)N1CCC(CO)(CCOc2ccccc2)CC1	-0.2	0.0	-17	-12
O=C(CC1(O)C(=O)N(Cc2ccc(Cl)cc2Cl)c2ccccc21)c1cccnc1 (stereo not given)	0.2	-0.7	7	-18
CC(C)C(=O)Nc1ccc(NC(=S)NC(=O)c2ccccc2[N+](=O)[O-])cc1	-0.1	-0.3	3	0
CC1(C)CC(=O)C(C=Nc2ccccc2[N+](=O)[O-])=C(O)C1	0.0	-0.2	4	-12
CCOC(=O)c1nnn(C(CC)C(=O)Nc2cc(C)ccc2C)c1C(=O)OCC (stereo not given)	0.7	-0.7	-4	8
CC(O)CNC(=O)C(=O)Nc1cccc(C(F)(F)F)c1 (stereo not given)	0.0	-0.5	4	-5
CCCCCOC(=O)C1=C(C)NC(=O)NC1c1ccc(OCCC)cc1 (stereo not given)	-0.1	0.0	6	4
COCCOCCn1c(/C=C/c2ccccc2)nc2ccccc21	0.2	-4.6	-20	0
N/C(=N\c1nc2ccccc2o1)NC(=O)c1cc([N+](=O)[O-])ccc1N	0.0	-0.2	-2	-17

Copied from the list.
Value for NC(=O)C(Cc1ccccc1)NC(=O)OCC1c2ccccc2-c2ccccc21 (stereo not given) under FBW7 act: 0.0
Value for CC(c1ccccc1)c1nnc(NC(=O)C2CCCCC2)s1 (stereo not given) under MITF inh: 2
Value for O=C(CCC(=O)c1cccs1)OCc1nnc(-c2ccc([N+](=O)[O-])cc2)o1 under MITF inh: 17
Value for Cc1cccc(C)c1NC(=O)C(NC(=O)CN1CC(=O)Nc2ccccc21)c1ccccc1 (stereo not given) under TEAD-YAP block: 2

(further entries)
SMILES	FBW7 act	GPR151 activ	TEAD-YAP block	MITF inh
N#C/C(=C\c1ccc(Cl)cc1Cl)c1nn(CCO)c(N)c1C#N	0.1	-0.5	-20	6
CCc1ccc(Oc2nc3ccccn3c(=O)c2/C=C(\C#N)C(=O)NCCOC)cc1	-0.1	-4.1	2	-6
O=C(NCCc1ccc(O)cc1)c1cnc(Nc2ccccc2)s1	0.2	1.8	-1	-2
Cc1nc(N2CCN(c3ccccc3Cl)CC2)c2c3c(sc2n1)CCCC3	0.1	-1.3	3	13
CC(=O)N1c2ccccc2CCc2cc(NC(=S)NC(=O)/C=C/c3ccccc3)ccc21	0.6	-0.7	-2	9
O=c1nc2n(-c3ccc(I)cc3)c3ccccc3cc-2c(=O)[nH]1	0.0	-0.2	-2	-15
O=[N+]([O-])c1ccc(N2CCN(S(=O)(=O)Cc3ccccc3)CC2)cc1N1CCc2ccccc2C1	0.1	-0.3	2	-4
CC1=C(C#N)C(NC(=O)c2cccc(C(F)(F)F)c2)(C(F)(F)F)C(=O)N1 (stereo not given)	0.4	-0.7	-4	4
CCCCc1nc(SC(C)C(=O)Nc2cccc(Cl)c2)n[nH]1 (stereo not given)	0.0	1.0	-5	-5
COCCCNC(=O)CSc1nc2sc(C(=O)OC)c(C)c2c(=O)n1N	0.0	2.8	-9	-12
CC1(C)CC(=O)C2=C(C1)Nc1ccccc1NC2c1cc(Cl)ccc1O (stereo not given)	0.1	-0.7	8	-4
COC(=O)C1=C(C)N(c2ccc(Cl)cc2)C(=O)/C1=C\c1ccc(O)c(OC)c1	-0.2	-1.6	6	13
CN(C)c1cccc(C(=O)NNC(=O)CC(c2ccccc2)c2ccccc2)c1	-0.1	1.1	16	-3
COc1ccc(Nc2nc3nonc3nc2N/N=C/c2cccc([N+](=O)[O-])c2O)cc1	0.6	-0.4	18	10
N#Cc1ccsc1NC(=O)c1cccc(Cl)c1Cl	0.0	-1.8	5	-1
C=CCc1cccc(/C=N/NC(=O)Cn2nnc3ccccc32)c1O	-0.2	3.6	13	-14
COCCCNC(=S)NNC(=O)c1cccnc1	0.4	-0.8	-6	-11
CCOc1ccc(NCc2nnc(SCC(=O)O)n2-c2ccc(OC)cc2)cc1	-0.1	0.6	0	5
CCOC(=O)Cn1c(=O)oc2cc(S(=O)(=O)NC(C)c3ccccc3)ccc21 (stereo not given)	0.6	3.1	1	15
Cc1occc(=O)c1OC(=O)c1ccccc1F	0.0	3.1	2	-1

Part of the list above in order of formula weight, rising.
SMILES	FBW7 act	GPR151 activ	TEAD-YAP block	MITF inh
COCCOCCn1c(/C=C/c2ccccc2)nc2ccccc21	0.2	-4.6	-20	0
O=C(NCCc1ccc(O)cc1)c1cnc(Nc2ccccc2)s1	0.2	1.8	-1	-2
O=C(CC1(O)C(=O)N(Cc2ccc(Cl)cc2Cl)c2ccccc21)c1cccnc1 (stereo not given)	0.2	-0.7	7	-18

More results:
SMILES	FBW7 act	GPR151 activ	TEAD-YAP block	MITF inh
Cc1ccc(NC(=O)Cc2coc3ccc(C)cc23)cc1	0.2	-0.7	8	7
CCCN(CCC)CCNS(=O)(=O)c1ccc(OC)c2ncccc12	0.0	1.1	-2	10
O=C(c1ccc([N+](=O)[O-])cc1)N1CCN(c2cccc(Cl)c2)CC1	-0.2	0.1	-1	11
CCOC(=O)c1c(NC(=O)c2cc(-c3cccc(OC)c3)on2)sc(C(C)=O)c1C	0.0	-0.3	-2	10
C=CCN1C(=O)/C(=C\c2ccc(OC)cc2)SC1=Nc1ccccc1	0.1	-2.0	0	9
COc1cccc(CNc2ccc3c(c2)ncn3C)c1O	-0.2	-1.1	-15	-12
CCN1CCCC1CNC(=O)CCCn1c(C)c2cnn(-c3ccccc3)c(=O)c2c1C (stereo not given)	0.1	-1.1	4	5
CCOC(=O)C(=C(C#N)C#N)C1=C(N2CCOCC2)/C(=C\c2ccccc2)CC1	-0.1	-1.2	2	0
Cc1c(Cl)c(C(F)(F)F)nn1CC(=O)Nc1ccc(F)cc1F	0.1	1.0	2	6
Cc1nn(-c2ccccc2)c2[nH]c(=O)cc(C(=O)NCc3ccc(F)cc3)c12	-0.1	-0.3	-6	-1
CN(C)c1ccc(NC(=O)CCC2CCCC2)cc1	-0.1	-0.4	-46	1
CC(C)COC(=O)N1CCCC1C(=O)Nc1ccc(F)cc1 (stereo not given)	-0.2	0.8	-4	-6
COc1ccc(N2CCN(Cc3cc(=O)c(OC)cn3CC(=O)Nc3ccc(C)cc3C)CC2)cc1	0.0	-0.5	4	20
COC(=O)c1c(NC(=O)COc2cc(C)ccc2C(C)C)sc2c1C(C(=O)OC)CC2 (stereo not given)	0.1	1.0	1	-4
C=CCOC(=O)C1=C(C)NC(C)=C(C(=O)OCC=C)C1c1ccc(OC)cc1	0.1	0.6	1	-4
O=C(CSc1nc2ccccc2s1)Nc1ccc2c(c1)OCO2	0.3	-2.4	-10	14
COC(=O)c1sccc1N/N=C/c1cccn1C	0.0	-1.5	-1	-9
O=C1CCCN1CCCNc1nc(Nc2cccnc2)nc2nc[nH]c12	0.3	2.4	1	-6
O=C(Nc1ccccc1I)C1COc2ccccc2O1 (stereo not given)	0.1	0.4	-77	-12
CCCCc1ccc(-c2nc(C=Nc3cc(Cl)ccc3Cl)c(O)o2)cc1	0.0	2.1	-7	-4
O=C(CCCn1c(=S)[nH]c2cc3c(cc2c1=O)OCO3)NCCC1=CCCCC1	0.0	0.5	-14	8
c1ccc(CNc2nc(Nc3ccc(-n4ccnc4)cc3)nc3c2ncn3C2CCCCC2)cc1	0.1	-0.6	-17	4
CC(=O)OCC1OC(Oc2ccc(C(=O)Cc3ccc(OC(C)C)cc3)c(O)c2)C(OC(C)=O)C(OC(C)=O)C1OC(C)=O (stereo not given)	0.1	1.7	17	8
O=C(COC(=O)c1cnccn1)c1ccc(-c2ccccc2)cc1	-0.1	-0.6	-1	2
Cc1cccnc1C1(O)CCN(C(=O)Cc2ccc(Cl)cc2)CC1	0.5	0.4	4	-26
Cc1cc(C)n2nc(SCc3cc(=O)n4cc(Br)ccc4n3)nc2n1	0.0	1.1	-2	4
COc1ccc(-n2c(=O)c3ccccc3n(CC(=O)NCCC3=CCCCC3)c2=O)cc1	0.0	0.4	15	10
CCOc1ccc2nc(NCCNC(=O)CC(C)(C)C)c(C#N)cc2c1	0.6	-1.3	9	1
NC(=O)CN1CCC(O)(c2ccccc2)CC1	0.5	1.2	-5	2
CCCC(=O)NC(=S)Nc1ccc(OC)c(Cl)c1	0.4	0.8	2	8
CCCc1nnc(SCC(=O)N2CCc3ccccc32)n1CCOC	1.2	-0.2	5	9
COc1ccc(NC(=O)c2nccnc2C(=O)O)cc1	0.3	0.0	7	17
CC1CCC2(CC1)NC(=O)N(C(C)C(=O)N1CCc3ccccc3C1)C2=O (stereo not given)	0.3	-0.2	5	5
CC(Oc1ccccc1)C(=O)OCC(=O)c1ccc(Cl)cc1 (stereo not given)	0.0	-0.3	-8	1
Cc1ccc(S(=O)(=O)NC(=O)c2ccccc2)cc1C(C)C	0.0	-0.5	5	-16
Cc1cc(C)nc(Nc2nc3ccc([N+](=O)[O-])cc3[nH]2)n1	0.0	2.0	-21	-7
CCn1ccnc1CN1CCC(C(=O)Nc2ccc(-c3nc4ccccc4o3)cc2)CC1	-0.1	2.4	-7	0
CC(C)(C)C(=O)COC(=O)c1cccc(S(=O)(=O)N2CCCC2)c1	0.0	1.4	3	4
CN(CCc1ccccn1)C(=O)CCC1CCCN(c2ncccn2)C1 (stereo not given)	-0.1	-0.1	9	13

An excerpt from above, reduced to FBW7 act, TEAD-YAP block and GPR151 activ:
structure | FBW7 act | TEAD-YAP block | GPR151 activ
CC(C)(C)C(=O)COC(=O)c1cccc(S(=O)(=O)N2CCCC2)c1 | 0.0 | 3 | 1.4
c1ccc(CNc2nc(Nc3ccc(-n4ccnc4)cc3)nc3c2ncn3C2CCCCC2)cc1 | 0.1 | -17 | -0.6
Cc1cccnc1C1(O)CCN(C(=O)Cc2ccc(Cl)cc2)CC1 | 0.5 | 4 | 0.4

Looked up by structure from above, two records:
SMILES	FBW7 act	GPR151 activ	TEAD-YAP block	MITF inh
c1ccc(CNc2nc(Nc3ccc(-n4ccnc4)cc3)nc3c2ncn3C2CCCCC2)cc1	0.1	-0.6	-17	4
Cc1cc(C)n2nc(SCc3cc(=O)n4cc(Br)ccc4n3)nc2n1	0.0	1.1	-2	4
